# From PubChem
# DRD3 agonist: qHTS of D3 Dopamine Receptor Agonist: qHTS | 0.58% of 410,000 active | D3R DiscoveRx beta-arrestin cells, luminescence, 90 min | D(3) dopamine receptor (Homo sapiens), P35462 | max activation, %; in the data active means max activation above about 30%; further: 0% is about no effect; mostly tested at two doses, the higher about 12 µM
# Target sequence (P35462 whole entry, looked up): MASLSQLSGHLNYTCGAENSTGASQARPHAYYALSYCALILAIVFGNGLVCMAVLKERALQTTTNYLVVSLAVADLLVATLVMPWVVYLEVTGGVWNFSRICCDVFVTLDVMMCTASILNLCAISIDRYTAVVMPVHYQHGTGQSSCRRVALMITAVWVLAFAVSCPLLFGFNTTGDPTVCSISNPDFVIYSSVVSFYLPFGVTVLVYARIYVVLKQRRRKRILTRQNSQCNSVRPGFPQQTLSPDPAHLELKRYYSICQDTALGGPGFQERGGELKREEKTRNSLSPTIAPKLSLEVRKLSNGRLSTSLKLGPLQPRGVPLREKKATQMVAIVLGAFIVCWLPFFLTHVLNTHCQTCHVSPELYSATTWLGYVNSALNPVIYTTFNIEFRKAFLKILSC
#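 Cells at 1500/well, incubated overnight, then treated with pinned compounds (dopamine as control) for 90 min at 37 degrees C. DiscoveRx reagent added for 30 - 60 minutes at room temperature; luminescence read.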
# KB-3-1 cytotox: qHTS assay for MDR1-selective chemotherapeutics: Primary screen using the parental adenocarcinoma cell KB-3-1; KB-3-1 viability, CellTiter-Glo ATP luminescence, 72 h; Potency, µM (top dose mostly 46.1 µM), inactives show at the top dose activity change, negative = cytotoxic, most hits filed as cytotoxic; 1.4% of 400,000 active; AID 1347075, 2019; further: potency means the concentration at half of the fitted maximal effect; on the % scale 0 is the no-effect control and ±100 the full control effect; nearly all actives have a fitted effect of over 60% in size
#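 72 h, 37 °C compound treatment of KB-3-1 parental cells; CellTiter-Glo added, 10 min, luminescence read. Data corrected against DMSO-only plates and normalized before curve fitting.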
# KB-V1 cytotox: qHTS assay for MDR1-selective chemotherapeutics: Primary screen using the drug-selected MDR subline cells KB-V1 | 3.4% of 400,000 active | KB-V1 MDR cells viability, CellTiter-Glo, 72 h | Potency, µM (highest dose often 46.1 µM), inactives show at the highest dose activity change, negative = cytotoxicity, usual class: cytotoxic; further: potency means the concentration at half of the fitted maximal effect; on the % scale 0 is the no-effect control and ±100 the full control effect; nearly all actives have a fitted effect of over 60% in size
#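 Potencies derive from concentration-effect curves fitted to normalized luminescence (CellTiter-Glo) of KB-V1 cells treated for 72 h at 37 degrees C in phenol-red-free DMEM containing 10% FBS.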
# Active calls of the source: *; ? = inconclusive. Unless noted, the call rests on the fitted dose curve; in most records, active means well fitted cell-killing curve with a large enough effect; inconclusive means small, poorly fitted or top-dose-only effect, or effect the other way; inactive means flat fitted curve, though single readings scatter. An excerpt; count on the stated rates, not on these rows.
# Values run as follows: DRD3 agonist, KB-3-1 cytotox, KB-V1 cytotox
> COc1cccc(-c2nn(C)c3sc(C(=O)NCc4cc(OC)ccc4OC)cc23)c1
 : 5, -7%, -4%
> Cc1ccc(-c2nc(CS(=O)CC(=O)N3CCN(c4ccc(Cl)cc4)CC3)c(C)o2)cc1 (stereo not given)
 : 7, ?, -24%
> Cc1ccccc1-c1nc2scc(CCNC(=O)C(=O)Nc3ccc(F)cc3F)n2n1
 : 8, -16%, -15%
> CCN(C(=O)CSc1nc2ncccc2[nH]1)c1ccc(C(C)C)cc1
 : -6, 0%, -5%
> Cc1ccc(-n2nc(C(=O)Nc3ccc(F)cc3Cl)c(=O)n(C)c2=O)cc1
 : 4, 2%, 0%
> CCc1ccc(NC(=O)CSc2nc(=O)n(Cc3ccccn3)c3c2CCC3)cc1
 : 4, -2%, ?
> COc1ccc(F)cc1S(=O)(=O)Nc1cccc(-c2ccc(N3CCCCCC3)nn2)c1
 : -5, -13%, ?
> COc1ccc(C)cc1NC(=O)CSc1nc(=O)n(Cc2ccncc2)c2c1CCC2
 : -12, -6%, -30%
> O=C(CSc1ncc2c(n1)-c1cc(Cl)ccc1N(Cc1ccccc1F)S2(=O)=O)Nc1cccc(C(F)(F)F)c1
 : -13, 1%, 9%
> CCC1CCC(C(=O)NC(C(=O)NCCN(CC(C)C)CC(C)C)C(C)C)CC1 (stereo not given)
 : 3, 0%, 22%
> COCCCNC(=O)c1sc2nc(C)c(C(=O)Nc3ccc(C)cc3C)c(-c3ccc(Cl)cc3)c2c1N
 : 6, -18%, 22%
> COc1ccc(OC)c(C2CC(=O)N(c3cccc(C)c3)C3=C2C(=O)OC3)c1 (stereo not given)
 : 8, 0%, 18%
> CCOc1ccc(CCNC(=O)Cn2c(-c3cccs3)cc3ccccc32)cc1OCC
 : 7, -4%, -7%
> CCOc1ccccc1NS(=O)(=O)c1ccc2oc(=O)c3ncn(C)c3c2c1
 : -26, 7%, -4%
> Nc1c(-c2nc(-c3ccccc3)no2)nnn1CC(=O)Nc1cccc(F)c1
 : -19, 4%, 24%
> CCCCN(C)C(=O)c1ccc2c(c1)NC(=O)C(CC(C)C)N2 (stereo not given)
 : 5, 9%, 3%
> COc1cccc(-c2nc(SCC(=O)NC3CCCC3)c(-c3ccc(C)cc3)[nH]2)c1
 : -26, -18%, 4%
> COC(=O)c1ccc(NC(=O)CCc2c(C)nn(-c3ccc(N4CCOCC4)nn3)c2C)cc1
 : -1, 0%, -10%
> O=C(NC1CCCCC1)/C(=C/c1ccc(Cl)cc1)NC(=O)c1ccccc1
 : -19, 7%, -20%
> COc1ccc2c(Sc3ccccc3)c(C(=O)N3CCC(C)CC3)[nH]c2c1
 : -11, 7%, -4%
> Cc1cccc(C)c1NC(=O)CSc1nc2ncccc2o1
 : 6, -6%, 15%
> COc1ccc2c(Sc3ccc(Cl)cc3)c(C(=O)NCCCN3CCCCC3)[nH]c2c1
 : -18, 9%, 5%
> O=C(COc1ccccc1Cl)Nc1ccc(-c2nc3ccccc3s2)cc1
 : 4, -17%, ?
> CCn1c2ccccc2c2cc(NC(=O)COc3cc(C)ccc3C)ccc21
 : 4, 13%, -13%
> O=S(=O)(NCCc1csc(-c2cccc(F)c2)n1)c1cc(F)ccc1F
 : -18, -4%, -13%
> Cc1cccc(N(C)S(=O)(=O)c2c(C(=O)N3CCCCCC3)c(C)n(C)c2C)c1
 : 4, 2%, -16%
> COc1ccc(Cl)cc1NC(=O)NCCn1c(=O)oc2ccc(C)cc21
 : -15, -5%, 0%
> COc1cc(C)cc2oc(=O)c(CC(=O)NCc3cccc(Cl)c3)c(C)c12
 : -2, -23%, -4%
> Cc1cccc(N2CCN(C(=O)c3sc4nc5n(c(=O)c4c3C)CCC5)CC2C)c1 (stereo not given)
 : -4, -5%, 4%
> CCOC(=O)c1c(C)oc2nc(C)nc(N3CCN(c4ccc(C)cc4C)CC3)c12
 : 1, 2%, 1%

# Filtered by structure: the entries above with a thiophene ring, fused or not
# Values run as follows: DRD3 agonist, KB-3-1 cytotox, KB-V1 cytotox
> COc1cccc(-c2nn(C)c3sc(C(=O)NCc4cc(OC)ccc4OC)cc23)c1
 : 5, -7%, -4%
> COCCCNC(=O)c1sc2nc(C)c(C(=O)Nc3ccc(C)cc3C)c(-c3ccc(Cl)cc3)c2c1N
 : 6, -18%, 22%
> CCOc1ccc(CCNC(=O)Cn2c(-c3cccs3)cc3ccccc32)cc1OCC
 : 7, -4%, -7%
> Cc1cccc(N2CCN(C(=O)c3sc4nc5n(c(=O)c4c3C)CCC5)CC2C)c1 (stereo not given)
 : -4, -5%, 4%

# For convenience, some entries already given:
# Values run as follows: DRD3 agonist, KB-3-1 cytotox, KB-V1 cytotox
> COc1cccc(-c2nn(C)c3sc(C(=O)NCc4cc(OC)ccc4OC)cc23)c1
 : 5, -7%, -4%
> Cc1ccc(-c2nc(CS(=O)CC(=O)N3CCN(c4ccc(Cl)cc4)CC3)c(C)o2)cc1 (stereo not given)
 : 7, ?, -24%
> Cc1ccccc1-c1nc2scc(CCNC(=O)C(=O)Nc3ccc(F)cc3F)n2n1
 : 8, -16%, -15%
> CCN(C(=O)CSc1nc2ncccc2[nH]1)c1ccc(C(C)C)cc1
 : -6, 0%, -5%
> Cc1ccc(-n2nc(C(=O)Nc3ccc(F)cc3Cl)c(=O)n(C)c2=O)cc1
 : 4, 2%, 0%

# (next part)
# Values run as follows: DRD3 agonist, KB-3-1 cytotox, KB-V1 cytotox
> COc1ccc(-c2cc(C(=O)Nc3cc(C(F)(F)F)ccc3Cl)no2)cc1
 : 0, 5%, -1%
> CCc1ccc(CNC(=O)c2ccc(NC(=O)N3CC(C)Sc4ccccc43)cc2)cc1 (stereo not given)
 : -20, -13%, -9%
> CCOc1ccc(CNC(=O)c2cccn2-c2nnc(N3CCCCC3)s2)cc1OC
 : -12, -4%, 0%
> Cc1cc(Nc2ccccc2F)n2nc(Cc3ccc(Cl)cc3)nc2n1
 : 7, -8%, -12%
> COc1cc(CCC(=O)NCc2ccc3c(c2)CCN3C(=O)c2ccccc2)cc(OC)c1OC
 : 1, -17%, -7%
> Cc1cc(C)c(OCC(=O)Nc2cccc(-c3nc4ncccc4o3)c2)c(Br)c1
 : 10, -1%, ?
> COc1ccc(CNC(=O)Cc2coc3ccc(C(C)C)cc23)cc1
 : 9, 1%, 14%
> CCSc1ncc(Cl)c(C(=O)Nc2sc(C(C)=O)c(C)c2C(=O)OC)n1
 : -3, ?, -2%
> CCCN1CCc2nc(N3CCN(CC)CC3)ncc2C1
 : 5, 6%, 18%
> COc1ccc(N2CCN(C(CNC(=O)C(=O)NCc3ccc(F)cc3)c3cccnc3)CC2)cc1 (stereo not given)
 : -2, -23%, -15%
> Cc1ccc(C(=O)COC(=O)c2cc(-c3ccc(Cl)cc3)nc3ccccc23)cc1
 : -16, 13%, -21%
> CCc1nn(C(CC)C(=O)NCc2ccc(F)cc2)c(=O)c2cc3occc3n12 (stereo not given)
 : 6, 1%, 1%
> CC(C)c1ccc2oc(-c3ccc(NC(=O)c4cc5ccccc5o4)cc3)nc2c1
 : 1, ?, -8%
> Cc1ccc(C)c(Nc2cc(C(=O)NCCCN(C)C3CCCCC3)c3ccccc3n2)c1
 : -11, ?, -5%
> O=C(C1CCN(S(=O)(=O)c2ccc(Br)s2)CC1)N1CCN(c2ccc(F)cc2)CC1
 : 3, -5%, -10%

# Looked up by compound from the entries so far (two):
# Values run as follows: DRD3 agonist, KB-3-1 cytotox, KB-V1 cytotox
> CCC1CCC(C(=O)NC(C(=O)NCCN(CC(C)C)CC(C)C)C(C)C)CC1 (stereo not given)
 : 3, 0%, 22%
> Cc1ccc(-n2nc(C(=O)Nc3ccc(F)cc3Cl)c(=O)n(C)c2=O)cc1
 : 4, 2%, 0%

# Remaining list, next part
# Values run as follows: DRD3 agonist, KB-3-1 cytotox, KB-V1 cytotox
> Cc1ccc(S(=O)(=O)N2CCc3cc(C(=O)Nc4ccc(C(F)(F)F)cc4)ccc32)cc1
 : -7, 1%, -9%
> Cc1nnsc1C(=O)Oc1ccc(Cl)cc1
 : 0, 5%, -4%
> CC(C(=O)NCc1ccc(Cl)cc1)n1ccc2cc(S(=O)(=O)N3CCCC3)ccc21 (stereo not given)
 : 8, -9%, 0%
> CCOC(=O)c1noc2ncnc(Nc3cccc(C(F)(F)F)c3)c12
 : -1, 0%, -17%
> Cc1ccc(Cl)cc1-n1ncc2c(Nc3cccc(C)c3C)ncnc21
 : 3, -24%, ?
> CCN(CC)CCNC(=O)c1sc2ncccc2c1-n1cccc1
 : -19, 6%, 23%
> COc1ccc(C)cc1NC(=O)Cn1c(=O)oc2cc(S(=O)(=O)NCc3ccccc3)ccc21
 : 7, -15%, 1%
> CCc1nn(CC(=O)N2CCN(c3cccc(C)c3C)CC2)c(=O)c2cc3occc3n12
 : 1, -1%, 7%
> Cc1ccc(-c2cn3c(n2)sc2cc(C(=O)NC4CCCCCC4)ccc23)c(C)c1
 : -9, 2%, 0%
> CCc1ccc(C(=O)c2cn(CC(=O)Nc3cc(OC)ccc3OC)c3nc(C)ccc3c2=O)cc1
 : -11, -3%, 16%
> CC(=O)c1ccc(NC(=O)COCc2cc(-c3ccc(F)cc3)on2)cc1
 : 6, 6%, 7%
> Cc1cc(C)c2oc(-c3cccc(NC(=O)c4ccco4)c3)nc2c1
 : -11, 11%, -14%
> CC(=O)c1ccc(C(=O)N(Cc2cccnc2)c2nc3c(Cl)cccc3s2)cc1
 : 3, -10%, -11%
> Cc1ccc(C(=O)Nc2onc3c2CCCC3)cc1
 : 7, 0%, -10%
> Cc1sc2c(c1C)c(=O)n(-c1ccc(Cl)cc1)c(=O)n2CC(=O)c1ccccc1
 : 4, 1%, 0%
> Cc1nc2nncn2c(NCc2ccc(F)cc2)c1C
 : 7, ?, 0%
> COc1ccc(N(C)C(=O)c2cn(C3CCCCC3)c(=O)c3c2c2ccccc2n3C)cc1
 : 6, -8%, 9%
> CC(NC(=O)CSc1nc(-c2ccccc2F)nc2cc(=O)[nH]n12)c1nc2ccccc2n1C (stereo not given)
 : 7, 24%, ?
> Cc1cc(C)cc(NC(=O)CN(C)S(=O)(=O)c2ccc3c(c2)CCC(=O)N3)c1
 : 0, 8%, 12%
> COCCCNC(=O)C(=O)Nc1c2c(nn1-c1cccc(Cl)c1)CSC2
 : 7, -2%, -22%
> O=C(Nc1ccc(O)c(-c2nc3ccccc3o2)c1)c1sc2ccccc2c1Cl
 : 2, 3%, 1%
> COCCNC(=O)C1=CC(c2ccc3c(c2)OCO3)=NS(=O)(=O)N1C
 : -1, 1%, 12%
> CCC(=O)N1c2ccccc2CC1C(=O)NCCN1CCN(c2ccccc2F)CC1 (stereo not given)
 : -24, 0%, 9%
> CC(=O)c1cccc(NC(=O)C(C)n2c(=O)cc(C)c3c(C)nn(-c4ccccc4)c32)c1 (stereo not given)
 : 0, 2%, 0%
> Cc1ccc(-n2ncc3c(N(C)C)ncnc32)cc1Cl
 : 8, -3%, 13%
> CCc1ccc(CN(Cc2ccco2)c2cnc(S(C)(=O)=O)nc2C(=O)Nc2ccccc2Cl)cc1
 : -1, -2%, -15%
> CCCCN1C(=O)c2[nH]nc(-c3ccccc3O)c2C1c1ccc(OCc2ccccc2)c(OC)c1 (stereo not given)
 : 22, ?, ?
> CCOc1ccccc1N(C)C(=O)c1cc2c(s1)-c1ccccc1OC2
 : -1, 4%, -24%
> CCCCC(CC)CNC(=O)c1ccc2c(=O)n(CCOC)c(=O)[nH]c2c1 (stereo not given)
 : -1, -13%, 0%
> CCN(CC)S(=O)(=O)c1ccc2c(c1)nc(CN(C)C(=O)c1cccc(Cl)c1)n2C
 : 5, 2%, -7%
> CCOC(=O)c1[nH]c(C)c(CCC(=O)Nc2c(C)cc(C)cc2C)c1C
 : -10, 2%, -6%
> CCOc1ccc(C(=O)Nc2ccccc2C(=O)OCc2cc(=O)n3nc(C4CC4)sc3n2)cc1
 : 9, -4%, 8%

# Taken from above.
# For KB-3-1 cytotox, Cc1ccc(C(=O)COC(=O)c2cc(-c3ccc(Cl)cc3)nc3ccccc23)cc1 reads 13%
# For KB-V1 cytotox, O=C(NC1CCCCC1)/C(=C/c1ccc(Cl)cc1)NC(=O)c1ccccc1 reads -20%
# For KB-V1 cytotox, COc1ccc2c(Sc3ccc(Cl)cc3)c(C(=O)NCCCN3CCCCC3)[nH]c2c1 reads 5%
# For DRD3 agonist, CCOc1ccc(CNC(=O)c2cccn2-c2nnc(N3CCCCC3)s2)cc1OC reads -12
